Screens from PubChem BioAssay.
Hsp70 displacement: Hsp70 inhibitors, probe displacement, primary screen, biochemical, fluorescence polarization (AID 583); one-dose displacement, % at 20 µM; IC50 in µM for titrated hits; 0.06% of 140,000 active; Heat shock 70 kDa protein 1A (Homo sapiens); Hsp70 fluorescence polarization probe displacement, mP; higher % means a stronger effect; in the data active = displacement above about 50%;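 note: plate controls were vehicle for no effect and reference ligand for full effect; a part of the inactive calls stands beside numbers as strong as those of hits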
MKP-3 inhibition: MKP-3 phosphatase inhibitors, primary screen, biochemical, rat enzyme, in vitro (AID 425); Dual specificity protein phosphatase 6 (Rattus norvegicus); recombinant MKP-3 phosphatase activity, fluorescence; higher % means a stronger effect; inhibition, % at 20 µM; hits with a dose series show IC50 in µM; 0.17% of 110,000 active; in the data active = inhibition above about 50%;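 note: plate controls were vehicle for no effect and reference inhibitor for full effect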
Numbers without * were called inactive; x = no result given; & = joins results of further samples. Not all compounds are listed (hit frequency here may not be typical).

SMILES	Hsp70 displacement	MKP-3 inhibition
O=C(c1cc2ccccc2o1)n1nnc2ccccc21	9.6%	-6%
Cc1ccccc1-c1nc(CS(=O)(=O)CC(=O)NCCN2CCOCC2)c(C)o1	0.4%	1%
COC(=O)c1cccc(NC(=O)c2ccc3c(c2)C(=O)N(C(C)(C)C)C3=O)c1	-4.5%	2%
COc1ccc(OCCCCS)cc1	1.0%	0%
COc1ccc(OC)c(NC(=O)c2ccc(N(C)S(=O)(=O)c3ccccc3)cc2)c1	-3.2%	-2%
CC1(C)CC(=O)C2=C(C1)OC1=C(C(=O)CC(C)(C)C1)C2c1ccc(OCC(=O)O)cc1	3.6%	0%
O=C(Nc1cc(C(F)(F)F)cc(C(F)(F)F)c1)c1ccc([N+](=O)[O-])o1	-2.6%	4%
Cc1ccc(SCc2[nH]nc3c2C(c2cccnc2)C(C#N)=C(N)O3)cc1 (centres undefined)	6.6%	-10%
COc1cc(C=C2C(=O)NC(=O)NC2=O)ccc1OCCC(C)C	-1.5%	2%
CCC(C)NC(=O)c1ccccc1NC(=O)COc1ccc(OC)cc1 (centres undefined)	-4.2%	x
O=c1oc(-c2ccco2)nc2cc(Cl)ccc12	1.0%	3%
O=C(Cc1ccc(S(=O)(=O)N2CCOCC2)s1)Nc1ccc2c(c1)CCC2	3.0%	-1%
O=c1cc(/C=C/c2cccs2)[nH]c2ccccc12	4.7%	x
O=C1CC(c2ccco2)Cc2nc(NCC3CCCO3)ncc21 (centres undefined)	2.7%	-3%
O=C1SC(Nc2ccc(-c3ccccc3)cc2)C(=O)N1c1ccccc1 (centres undefined)	0.8%	4%
COC(=O)c1sc(OC)cc1OCc1ccc(C)cc1	3.8%	x
COc1ccc(Br)cc1/C=C/C(=O)Nc1ccc(F)c([N+](=O)[O-])c1	2.6%	-6%
O=C1S/C(=C/C=C/c2cccc([N+](=O)[O-])c2)C(=O)N1c1ccccc1	3.7%	0%
COc1ccc2c(c1)CCc1c(C(=O)NCCN3CCOCC3)noc1-2	6.5%	5%
Cc1occc1C(=O)Nc1cccc(O)c1	-3.6%	5%
FC1(F)C2C3OC(C4C5C=CC(O5)C34)C2C1(F)F (centres undefined)	1.3%	-6%
CCCOC(=O)c1ccc(NC(=O)C(c2ccccc2)c2ccccc2)cc1	2.3%	2%
Cc1[nH]n(-c2ccc([N+](=O)[O-])cc2)c(=O)c1N=Nc1nc2ccccc2s1	5.3%	x
O=C(Nc1sc2c(c1C(=O)NCc1ccco1)CCCC2)c1ccc2c(c1)OCO2	-8.1%	-6%

Rewritten as a markdown table: part of the list above.
| Structure | Hsp70 displacement | MKP-3 inhibition |
| --- | --- | --- |
| Cc1occc1C(=O)Nc1cccc(O)c1 | -3.6% | 5% |
| Cc1ccc(SCc2[nH]nc3c2C(c2cccnc2)C(C#N)=C(N)O3)cc1 (centres undefined) | 6.6% | -10% |
| O=C1S/C(=C/C=C/c2cccc([N+](=O)[O-])c2)C(=O)N1c1ccccc1 | 3.7% | 0% |
| Cc1ccccc1-c1nc(CS(=O)(=O)CC(=O)NCCN2CCOCC2)c(C)o1 | 0.4% | 1% |
| CCCOC(=O)c1ccc(NC(=O)C(c2ccccc2)c2ccccc2)cc1 | 2.3% | 2% |
| FC1(F)C2C3OC(C4C5C=CC(O5)C34)C2C1(F)F (centres undefined) | 1.3% | -6% |
| O=C(c1cc2ccccc2o1)n1nnc2ccccc21 | 9.6% | -6% |

Returning to the listing, repeating the 5 entries before the break.
SMILES	Hsp70 displacement	MKP-3 inhibition
Cc1occc1C(=O)Nc1cccc(O)c1	-3.6%	5%
FC1(F)C2C3OC(C4C5C=CC(O5)C34)C2C1(F)F (centres undefined)	1.3%	-6%
CCCOC(=O)c1ccc(NC(=O)C(c2ccccc2)c2ccccc2)cc1	2.3%	2%
Cc1[nH]n(-c2ccc([N+](=O)[O-])cc2)c(=O)c1N=Nc1nc2ccccc2s1	5.3%	x
O=C(Nc1sc2c(c1C(=O)NCc1ccco1)CCCC2)c1ccc2c(c1)OCO2	-8.1%	-6%
COc1ccc(N2CCN(Cc3nc4c(c(=O)n(C)c(=O)n4C)n3CCc3ccccc3)CC2)cc1	-3.3%	-9%
Cc1cc(N)c(NC2=CC(=O)CC(C)(C)C2)cc1C	-2.9%	-4%
CC1CCC(N2CCN(S(=O)(=O)c3ccc(Cl)cc3)CC2)CC1 (centres undefined)	0.7%	3%
CN1CC=C2C(C#N)=C(N)C(C#N)(C#N)[C@H](c3ccoc3)[C@H]2C1	25%	x
O=[N+]([O-])c1cccc(C2Nc3ccc4ccccc4c3C3C=CCC32)c1 (centres undefined)	7.5%	9%
COc1ccc(/C(O)=C2/C(=O)C(=O)N(CCCN(C)C)C2c2ccc(C)o2)cc1Cl (centres undefined)	10%	4%
COC(=O)c1ccc(N2C(=O)CC(SCCN)C2=O)cc1 (centres undefined)	-0.4%&-3.0%	-3%&2%
CCOC(=O)C1=C(C)N=c2s/c(=C\c3ccc4c(c3)OCO4)c(=O)n2C1c1ccc(OC)c(Br)c1 (centres undefined)	1.2%	-4%
O=C1CC(c2ccccc2)CC2=C1C(c1ccc(F)c(F)c1)Nc1ccccc1N2 (centres undefined)	-1.7%	4%
CCc1ccccc1NC(=O)C(=O)NC(C)c1ccccc1 (centres undefined)	-4.5%	2%
OC(COCc1ccc(Cl)cc1)CN1CCN(CC(O)COCc2ccc(Cl)cc2)CC1 (centres undefined)	3.0%	-1%
Cc1ccc(-c2nnc(SCC(=O)Nc3ccc4c(c3)oc3ccccc34)n2C)c(Cl)c1	4.8%	x
CCCCNC(=O)C1CCN(C(=O)Nc2ccc(C)cc2)CC1	1.5%	x
N#C/C(=C\c1ccc(-c2ccc(Cl)cc2)o1)c1ccccc1	-25%	8%
CCc1ccccc1N(CC(=O)OC)S(C)(=O)=O	-2.0%&1.1%	-14%&1%
CCC(Oc1ccccc1)C(=O)Nc1ccc(S(=O)(=O)N2CCOCC2)cc1 (centres undefined)	2.4%	x
Clc1ccc(CSc2nnc(CNc3cccc(Cl)c3)o2)cc1	2.7%	x
COc1ccc(CN2CCN(C3CCCCCC3)CC2)c(OC)c1OC	5.3%	0%
Cc1cc([N+](=O)[O-])ccc1-c1ccc(C(=O)Nc2ccccc2O)o1	-4.3%	4%
CCOCCCNC(=O)C(c1ccc(Cl)cc1)N1CCN(c2ccccc2)CC1 (centres undefined)	-1.8%	-7%
CCOC(=O)c1cnc(SCCc2ccccc2)nc1N	-1.0%	x
Cc1cc(NS(=O)(=O)c2ccc(Nc3nc(-c4ccc(Cl)cc4)cs3)cc2)no1	-2.4%	3%
CN(CC(=O)O/N=C(\N)c1ccc([N+](=O)[O-])cc1)S(=O)(=O)c1ccc2ccccc2c1	2.6%	x
NC(=O)CSc1nnc(CNc2cccc(Cl)c2)n1CCc1ccccc1	3.5%	-11%

Another view of some results above.
Cc1cc([N+](=O)[O-])ccc1-c1ccc(C(=O)Nc2ccccc2O)o1
- Hsp70 displacement = -4.3%
- MKP-3 inhibition = 4%

Cc1cc(NS(=O)(=O)c2ccc(Nc3nc(-c4ccc(Cl)cc4)cs3)cc2)no1
- Hsp70 displacement = -2.4%
- MKP-3 inhibition = 3%

Next compounds:
SMILES	Hsp70 displacement	MKP-3 inhibition
CC(C)Oc1ccc(/C(O)=C2/C(=O)C(=O)N(CCCN3CCOCC3)C2c2ccncc2)cc1 (centres undefined)	-6.9%	-8%
COc1ccccc1S(=O)(=O)Cc1ccc(C(=O)N2CCCC2)o1	1.7%	-6%
COc1cc(CN2CCC(C(=O)N3CCN(c4ccccc4F)CC3)CC2)ccc1O	-2.0%	-5%
CC(C)CCNC(=O)NC(=O)COc1ncnc2sccc12	-4.6%	-3%
O=C1/C(=C\c2ccc(-c3ccc([N+](=O)[O-])cc3Br)o2)Sc2ccccc21	-17%	3%
O=C(c1ccco1)N1CCN=C1SCc1ccc(F)cc1	-1.6%	-6%
COc1cccc(-c2nnc(SCC(=O)Nc3ccc(S(N)(=O)=O)cc3)n2C)c1	-1.6%	-5%
CCOc1ccccc1OCC(=O)Nc1ccc(Cl)cc1Cl	4.5%	x
CC1CCCCC1NC(=O)c1ccc(S(=O)(=O)N2CCCC2)cc1 (centres undefined)	-3.5%	x
CC(=O)C1=C(C)NC(c2ccccc2)NC1c1ccccc1 (centres undefined)	1.5%	-1%
O=C(c1ccccc1)c1cc2c(cc1Br)OCCO2	-2.2%	0%
COc1ccc(/C=N\Nc2nc(NCc3ccco3)nc(Nc3ccc(OC)cc3)n2)cc1	-1.4%	2%
Cn1c(=O)c2c(n(Cc3ccccc3)c1=O)NC(=O)C2CC(=O)O (centres undefined)	3.7%	x
COc1ccc(NC2=Nc3ccccc3CC2)cc1	8.6%	-4%
O=C(C1CCN(S(=O)(=O)c2cccc3cccnc23)CC1)N1CCN(Cc2ccccc2)CC1	2.7%	-5%
O=C(/C=C/c1cccs1)c1c(-c2ccccc2)c2cc(Cl)ccc2[nH]c1=O	1.0%	6%
O=C1NC(=O)C(Nc2ccc(Cl)cc2)S1 (centres undefined)	-1.0%	4%
N#CCSc1nc2ccccc2c(=O)n1CCC(=O)NCCc1ccccc1	-2.8%	-1%
CCN(CC)CCSc1nc2sc3c(c2c(=O)n1-c1ccc(OC)cc1)CCCC3	-1.2%	11%
C=CCc1ccccc1OCCCCN1CCCC1	4.3%	0%
Cn1c(Cn2c(=O)sc3ccccc32)nnc1SCC(=O)NCc1ccc(F)cc1	3.1%	1%
O=C(Cc1c(F)cccc1Cl)N1CCN(C(=O)c2ccco2)CC1	4.4%	-2%
CCCCc1ccc(N=N/C(C(=O)Nc2ccc(C(N)=O)cc2)=C(\C)O)cc1	72%	2%
CCOc1ccc(N(CC(=O)NC2CCCC2)S(=O)(=O)c2c(C)noc2C)cc1	3.8%	0%
Cc1ccc(N/C(=N\S(=O)(=O)c2ccccc2)Nc2nc(C)cc(C)n2)cc1	x	-2%
Cc1nc(=S)c2cnn(-c3ccccc3)c2[nH]1	-5.8%	5%
COc1ccc(NC2CC(=O)N(c3ccccc3F)C2=O)cc1 (centres undefined)	-2.8%	0%
Cc1ccc(C)n1-n1cnc2sc3c(c2c1=O)CCCCC3	12%	x
C=CCn1c(N)c(C(=O)OC(C)(C)C)c2nc3ccccc3nc21	3.5%	-2%
N#Cc1cc2c(=O)n3ccccc3nc2n(Cc2cccnc2)c1=N	4.8%	-2%
O=C(Cn1cnc2c(nnn2-c2ccc(F)cc2)c1=O)NCc1ccco1	3.2%	-12%
CCC(=O)c1ccc(N2CCN(C(=O)c3ccc(Br)cc3)CC2)c(F)c1	0.5%&-3.1%	2%&0%
Cc1ccc(S(=O)(=O)[N-]c2nc3ccccc3nc2-n2cc[n+](CCC(C)C)c2)cc1	11%	x
O=C(Nc1ccc2c(c1)nc1n2CCOC1)c1ccco1	-1.0%	6%
COc1ccc(OCC(=O)Nc2ccc(N3CCOCC3)c(Cl)c2)cc1	1.1%	-4%
O=C(/C=C/c1cccc([N+](=O)[O-])c1)N1CCN(Cc2ccccc2)CC1	-2.7%	3%
CN1/C(=C/C(=O)c2cccs2)Sc2ccccc21	1.1%	x
O=C(COC(=O)c1c2c(nc3ccccc13)CCCC2)Nc1ccc2c(c1)OCO2	-0.3%	-14%
CCOC(=O)C(C)Sc1nnc2n1C(C)(C)Cc1ccccc1-2 (centres undefined)	0.2%	0%
CCN(CC)c1nc(Nc2ccc(Cl)cc2)nc(OCC#N)n1	x	0%
CCOC(=O)c1ccc(NC(=O)Oc2ccccc2)cc1	-10%	-5%
O=C(CSc1ccc(-c2ccccc2)nn1)NCc1ccco1	0.7%	x
COc1ccc(-c2cc(C(F)(F)F)nc(N3CCN(c4ccccc4)CC3)n2)cc1OC	1.2%	-3%
Cc1cc(C)n(C(=O)CNc2cccc(Cl)c2C)n1	-5.5%	1%
COc1ccc(Cl)cc1C(=O)N(Cc1ccccc1)C(C)C	-0.8%	4%
CCN1CCN(C(=O)c2cc([N+](=O)[O-])cc([N+](=O)[O-])c2)CC1	-0.1%	-1%
O=C(O)CSC(NC(=O)c1cccnc1)(C(F)(F)F)C(F)(F)F	-5.7%	-16%
CCN(CC)c1nc(C)c2c(c1C#N)CC(C)(C)OC2	1.3%	-10%
O=C(CSc1nnc2sc3ccccc3n12)N1CCN(c2ccccc2)CC1	1.7%	-6%
Cc1cc(C)c(C(=O)/C(=C/c2ccc(Br)cc2)c2ccccc2)c(=O)[nH]1	-2.0%	4%
Brc1ccc(OCCCN2CCCC2)cc1	-3.7%	1%
COC(=O)COc1ccc(/C=N/NC(=O)CSc2nc(C)cc(C)n2)cc1	2.9%	1%
COc1ccc(C2/C(=C(/O)c3ccccc3)C(=O)C(=O)N2c2nc3ccccc3s2)cc1 (centres undefined)	-2.0%	3%
O=C1c2ccccc2C(=O)N1CC(=O)n1c2c(c3ccccc31)CCCC2	2.2%	1%
N#Cc1ccccc1NC(=O)C(Cc1ccc([N+](=O)[O-])cc1)N1C(=O)c2ccccc2C1=O (centres undefined)	3.2%	-2%
O=C(Nc1ccc(N2CCN(C(=O)c3ccco3)CC2)c(Cl)c1)c1cccs1	-3.0%	-15%
N/C(=N\OC(=O)Cc1ccc(-c2ccccc2)cc1)c1ccccc1	-7.7%	1%
Cc1ccc(/C(O)=C2\C(=O)C(=O)N(CCN(C)C)C2c2ccccc2F)cc1 (centres undefined)	0.5%	-6%
O=C(Cn1c2ccccc2c(=O)c2ccccc21)N/N=C/c1cc([N+](=O)[O-])ccc1N1CCCCCC1	-40%	30%
CCOc1ccc2c(c1)C(C)=CC(C)(C)N2C(=O)CN1C(=O)c2ccccc2C1=O	2.6%	0%
Other compounds follow.
SMILES	Hsp70 displacement	MKP-3 inhibition
O=[N+]([O-])c1cc(-n2ncnc2-c2cccc(Br)c2)ccc1Cl	-1.0%	3%
COc1cc(C(=O)NC(NC(=S)Nc2ccc(Br)cc2)C(Cl)(Cl)Cl)cc(OC)c1OC (centres undefined)	0.7%	3%
O=c1c2ccccc2n(Cc2ccc(Cl)cc2)c(=O)n1Cc1ccco1	-0.5%	4%
CSc1cccc(NC(=O)CSc2nc3ccccc3s2)c1	2.8%	3%
